# GoLoco inh red: inhibitors of human Gai1-RGS12 GoLoco interaction (red fluorophore); Gai1:RGS12 GoLoco peptide FP, rhodamine, 10 min; Potency, µM (titrated, usually from 61.6 µM), inactives show top-dose activity, negative = inhibition, hits mostly inhibitors; hit rate 0.44% among 230,000; AID 880; active = well fitted inhibition curve with a large enough effect, not every such curve was filed as active; inactive = no such curve, though single readings can be large or run the other way; note: nearly all actives have a fitted effect of over 30% in size; many of its hits are not listed in these tables
# TRb SRC2 PPI: TRbeta-SRC2 interaction inhibition; P10828; TRbeta-SRC2 peptide binding, fluorescence polarization; receptor liganded with 1 µM T3; Potency, µM (series often up to 106 µM), without a hit: top-dose activity change, negative = inhibition, most hits filed as inhibitors; hit rate 0.065% among 280,000; AID 1469;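 note: plate controls were bound peptide for no effect and peptide without receptor for full effect; nearly all actives have a fitted effect of over 50% in size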
#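 Binding of a 20-amino-acid Texas Red SRC2 peptide (20 nM) to TRb ligand-binding domain (0.6 uM) with agonist T3 at 1 uM was followed by fluorescence polarization after a 5 hr room-temperature incubation.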
# L3MBTL1 inh: L3MBTL1 (human) inhibition; AlphaScreen L3MBTL1–H3K9me1 peptide binding; Q9Y468; Potency, µM (top dose mostly 57.1 µM), without a hit: top-dose activity, negative = inhibition, actives largely listed as inhibitors; hit rate 0.66% among 230,000; note: nearly all actives have a fitted effect of over 60% in size
# Target sequence (Q9Y468 whole entry, looked up): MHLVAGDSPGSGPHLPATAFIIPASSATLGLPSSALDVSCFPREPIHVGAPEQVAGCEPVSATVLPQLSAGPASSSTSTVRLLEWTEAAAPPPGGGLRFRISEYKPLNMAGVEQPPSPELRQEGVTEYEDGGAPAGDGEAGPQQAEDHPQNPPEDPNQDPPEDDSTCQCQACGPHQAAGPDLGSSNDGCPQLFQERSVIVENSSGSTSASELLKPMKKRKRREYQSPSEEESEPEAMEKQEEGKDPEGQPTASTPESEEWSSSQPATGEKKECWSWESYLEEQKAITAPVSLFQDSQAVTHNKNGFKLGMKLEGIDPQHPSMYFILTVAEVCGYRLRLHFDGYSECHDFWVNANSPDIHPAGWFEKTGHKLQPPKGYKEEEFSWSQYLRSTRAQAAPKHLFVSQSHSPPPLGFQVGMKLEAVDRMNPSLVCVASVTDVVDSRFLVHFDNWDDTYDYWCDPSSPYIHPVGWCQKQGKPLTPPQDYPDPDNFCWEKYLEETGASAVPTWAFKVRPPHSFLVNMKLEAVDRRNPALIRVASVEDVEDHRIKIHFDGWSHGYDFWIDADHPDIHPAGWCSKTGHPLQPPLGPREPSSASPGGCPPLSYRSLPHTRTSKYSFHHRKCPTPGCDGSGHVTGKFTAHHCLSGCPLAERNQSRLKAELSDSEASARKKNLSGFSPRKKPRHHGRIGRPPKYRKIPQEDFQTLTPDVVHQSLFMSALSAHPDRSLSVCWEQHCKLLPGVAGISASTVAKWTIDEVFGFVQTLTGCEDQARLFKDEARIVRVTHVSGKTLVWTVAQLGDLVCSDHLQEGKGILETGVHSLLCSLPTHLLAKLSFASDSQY
#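 AlphaScreen assay: L3MBTL1 (50 nM final) was preincubated 30 min at room temperature with biotinylated H3(1-15)K9me1 peptide (75 nM final), then 30 min with library compounds; streptavidin donor and nickel chelate acceptor beads (10 ug/mL final) added, 30 min dark.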
# TexasRed fluor: counter-screen for TRb-SRC2 inhibitors: fluorescence interference. TRb/SRC2 Texas Red total fluorescence interference. AID 1479. Potency, µM (doses to about 106 µM), for inactives: at the top dose fluorescence change, negative = quenching. hit rate 0.29% among 280,000; active = well fitted curve in either direction with a large enough effect; inconclusive = small, poorly fitted or top-dose-only effect
#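 Flags fluorescent or light-absorbing compounds by total fluorescence, S + 2P, at 555 nm excitation and 632 nm emission. Mixture: 20 nM Texas Red SRC2 peptide, 0.6 uM human TRb LBD, 1 uM T3, 5% DMSO; compound exposure 5 h at ambient temperature.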
# Tau ThT inhib: tau fibrillization inhibition (ThT binding) | hit rate 2.1% among 270,000 | P10636 | recombinant tau K18 P301L (four-repeat tau fragment), heparin-induced fibrillization, ThT fluorescence | Potency, µM (titrated, usually from 57.4 µM), for inactives: top-dose activity, negative = inhibition, actives largely listed as inhibitors | AID 1460; note: nearly all actives have a fitted effect of over 55% in size
# Target sequence (P10636 561-689 P618L limits assumed): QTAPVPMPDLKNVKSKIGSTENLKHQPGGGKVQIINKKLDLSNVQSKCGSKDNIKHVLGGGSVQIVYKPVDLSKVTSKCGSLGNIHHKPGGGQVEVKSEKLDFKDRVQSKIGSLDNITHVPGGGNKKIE
#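 Heparin-induced fibrillization of the P301L-mutant K18 repeat-domain fragment of human tau was followed by ThT binding in quantitative high-throughput format.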
# JMJD2E inh: inhibitors of human JMJD2E histone demethylase; B2RXH2; JMJD2E catalytic domain, FDH-coupled NADH fluorescence (FDH is formaldehyde dehydrogenase); Potency, µM (titrated, usually from 57.1 µM), without a hit: top-dose activity change, negative = inhibition, hits mostly inhibitors; hit rate 1.6% among 230,000; active = well fitted inhibition curve with a large enough effect, not every such curve was filed as active; inconclusive = small, poorly fitted or top-dose-only effect, or another doubt; inactive = no such curve, though single readings can be large or run the other way;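 note: 0% = wells with enzyme and -100% = buffer wells without enzyme; nearly all actives have a fitted effect of over 50% in size; many of its hits are not listed in these tables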
# Tau FP inhib: inhibitors of human tau fibril formation; K18 P301L tau heparin fibrillization, Alexa594 FP, 6 h; Potency, µM (doses to about 57.7 µM), for the others: top-dose activity, negative = inhibition, actives largely listed as inhibitors; hit rate 0.39% among 280,000; AID 1468; note: nearly all actives have a fitted effect of over 55% in size
#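 K18 P301L tau (15 uM unlabeled/0.24 uM Alexa 594-labeled, final) + compound + heparin 20 uM final; 100 mM NaOAc pH 7; 6 hr 37 C; ThT 30 uM final added, 1 hr RT; FP ex 555/em 632 nm.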
# RECQ1 helicase: RECQ1 (human) helicase inhibition. P46063. AID 2549. Potency, µM (top dose mostly 57.3 µM), for the others: at the top dose activity, negative = inhibition, most hits filed as inhibitors. RECQ1 DNA unwinding, red fluorescence kinetic read. hit rate 0.54% among 240,000;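 note: plate controls were vehicle for no effect and no enzyme for full effect; nearly all actives have a fitted effect of over 30% in size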
#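 50 nM RECQ1T1 preincubated 15 min with compound in Tris pH 8.0 buffer with MgCl2, DTT, Tween-20 and 2.5 ug/ml poly(dI-dC); started with 200 nM TAMRA/BHQ-2 forked duplex and 2 mM ATP. Unwinding read as fluorescence (525/598 nm), two reads 2 h apart.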
# * hit, by the source's call; i = inactive; ? = inconclusive; / = not tested or not shown; & = joins results of further samples; [ ] = another dose, or the depositor's remark. Unless noted, calls come from the whole dose curve; as a rule, active = well fitted curve in the direction sought with a large enough effect; inconclusive = small, poorly fitted or top-dose-only effect, or another doubt; inactive = no such curve, though single readings can be large; an effect the other way counts as inactive or inconclusive. Unless noted, % is set by controls: 0 for no effect and ±100 for the full control effect; potency is the fitted concentration of half-maximal effect. An excerpt; the hit share may differ from the screen's.
# The line under a structure holds: GoLoco inh red | TRb SRC2 PPI | L3MBTL1 inh | TexasRed fluor | Tau ThT inhib | JMJD2E inh | Tau FP inhib | RECQ1 helicase
- CCOC(=O)CSc1nc2c(sc3ccccc32)c(=O)n1Cc1ccc(OC)cc1
    / | 2% | / | -5% | 8% | / | -3% | /
- COC(=O)Cn1c(=O)c2c(nc3n2CCN3c2cccc(C)c2)n(C)c1=O
    / | 11% | / | 6% | ? | / | -6% | /
- CCOCCCn1c(SCC(=O)/C(C#N)=C(\C)N)nc2ccccc2c1=O
    15% | -26% | 9% | -4% | 0% | 2% | -8% | -5%
- C=CCN1C(=O)/C(=C/C(=O)OC)S/C1=N\NC(=O)c1ccccc1
    -6% | 2% | 1% | 0% | ? | 2% | -2% | -3%
- CCOc1ccc(-c2nc(S(=O)(=O)c3ccccc3)c(N3CCOCC3)o2)cc1
    8% | -7% | 6% | 0% | ? | -6% | -9% | 0%
- O=C(COC(=O)c1cc(S(=O)(=O)NCc2ccccc2)ccc1O)NCc1ccccc1
    -2% | -16% | / | -1% | -8% | ? | -2% | -2%
- O=C(c1ccccc1)C(Sc1ncn[nH]1)c1ccccc1 (stereo not given)
    7% | -16% | 1% | 0% | -9% | ? | -9% | -3%
- CC1CCCN(Cc2cnc(Cl)s2)C1 (stereo not given)
    5% | -11% | 8% | -5% | -10% | 7% | -3% | -8%
- O=C1OC(/C=C/c2ccccc2)=NC/1=C/C=C/c1ccccc1
    3% | 5% | -4% | -4% | 16µM* | -9% | -13% | -8%
- COc1ccccc1C(=O)NCCn1cc(SCC(=O)Nc2ccccc2F)c2ccccc21
    / | 9% | / | -16% | -8% | / | 0% | /
- COc1ccc(C(=O)N2CC(=O)Nc3ccc(C)cc3C2c2ccccc2)cc1OC (stereo not given)
    / | 5% | / | -2% | -12% | / | 0% | /
- O=C1C=CC(=O)N1c1ccc(I)cc1Cl
    -9% | -3% | / | -1% | -4% | 0% | -11% | -2%
- Fc1ccc(OCc2nc(-c3cccs3)no2)cc1
    7% | 2% | 51%[activator] | -1% | -12% | -7% | -12% | 2%
- N=c1c(C(=O)NCc2ccco2)cc2c(=O)n3ccccc3nc2n1CCc1ccccc1
    13% | 0% | -7% | -9% | ? | ? | 4% | -9%
- CCC(=O)N1c2ccccc2CC1C(=O)NCCc1ccccc1Cl (stereo not given)
    / | -1% | / | -1% | 5% | / | 1% | /
- CCN(CC)CCNC(=O)C(C)c1nn(C)c(=O)c2ccccc12 (stereo not given)
    -1% | -13% | 2% | -1% | -7% | 10% | 5% | -13%
- Cc1ccc(Oc2coc3cc(OCC(=O)NC4CCCCC4)ccc3c2=O)cc1
    / | -6% | / | -1% | -6% | / | 3% | /
- CCCCNC(=O)CSc1nc2n[nH]c(C)c2c(=N)n1-c1ccccc1CC
    / | -3% | / | 2% | 1% | / | 1% | /
- CCn1c(=O)n(CC)c2cc(S(=O)(=O)N3CCC(c4ccccc4)CC3)ccc21
    2% | -4% | / | -1% | -9% | -1% | 0% | -8%
- CN(c1ccccn1)c1ncnc2[nH]ncc12
    6% | -11% | 62%[activator] | -4% | -3% | -5% | 10% | -8%
- COc1ccc(C(C)(C)C)cc1NC(=O)COC(=O)c1cnc(C)cn1
    2% | 2% | 5% | 2% | -3% | 0% | -1% | -8%
- Cc1ccc(S(=O)(=O)N(C)C)cc1NC(=O)[C@H](Cc1ccccc1)N1C(=O)c2ccccc2C1=O
    10% | -3% | -1% | 1% | -4% | 4% | -9% | -8%
- CC(C)c1ccc(NC(=O)COc2nncc3ccccc23)cc1
    / | -6% | 17% | -4% | -5% | 1% | -4% | 2%
- CN(c1ccccc1C(=O)Nc1ccc(S(=O)(=O)N2CCOCC2)cc1)S(C)(=O)=O
    4% | 1% | 0% | 0% | 3% | 8% | 3% | -15%
- COCCNC(=O)/C(C#N)=C\c1ccc(CNC(=O)C(=O)Nc2ccc(C)c(C)c2)o1
    22% | 3% | -9% | -4% | -12% | 98%[activator] | 5% | 13%
- CC1(C)OC(=O)C(=Cc2ccc(-c3ccc(S(N)(=O)=O)cc3)o2)C(=O)O1
    -3% | 5% | ? | -3% | -11% | ? | 7% | i
- CN(C)/N=C/c1ccc([N+](=O)[O-])cc1[N+](=O)[O-]
    -12% | -4% | / | -1% | ? | 0% | -2% | -10%
- O=C(CC1S/C(=N/N=C/c2c[nH]c3ccccc23)NC1=O)Nc1ccccc1 (stereo not given)
    5% | 1% | -1% | -1% | -3% | ? | ? | 0%
- COc1cc(C(CC(=O)N2CCCC2)c2c(OC)cc(OC)c3c(-c4ccccc4)cc(=O)oc23)cc(OC)c1OC (stereo not given)
    -5% | 5%&-5% | / | -2%&-3% | -7% | 2% | 4% | 18µM*
- CCOC(=O)c1c(C)[nH]c(C)c1S(=O)(=O)N(C)CC(=O)NCc1ccc(C)cc1
    / | 1% | / | -1% | 5% | / | -1% | /
- Cc1c(C(=O)Nc2ccccc2F)sc2ncnc(N(C)C3CCCCC3)c12
    / | 5% | / | -3% | -14% | / | 1% | /
- O=c1c2ccccc2[nH]c(=S)n1CCCN1CCN(C2CCCCC2)CC1
    2% | -8% | 5% | 4% | -4% | 3% | 3% | -3%
- O=C(O)Cn1nnc(-c2cccs2)n1
    -3% | 7% | 6% | -4% | -2% | 6% | 9% | -15%
- COc1ccc(S(=O)(=O)NC2CC3CCC2C3)cc1Cl (stereo not given)
    7% | -3% | 9% | 0% | 4% | 1% | -7% | -2%
- CCN(CC)c1ccc(NC(=S)Nc2ccc(F)cc2)cc1
    16% | ? | / | 0% | 13µM* | 8.9µM* | ? | -2%
- Cc1cc(NC(=O)CSc2nc(-c3ccccc3Cl)nc3c2c(=O)n(C)c(=O)n3C)no1
    1% | -1% | / | 0% | 1% | 3% | ? | i
- Cc1ccc(N=Nc2c(N)[nH]n3c(=O)cc(C)nc23)cc1
    -4% | -6% | -7% | -9% | 4µM* | -15% | ? | -4%
- COc1ccccc1CNC(=O)Cc1ccc(C)cc1
    -1% | 10% | -3% | -1% | 6% | -19% | -4% | i
- COc1ccc(C(C(=O)NC2CCCCC2)N(C(=O)c2cccs2)c2ccc3c(c2)OCO3)cc1 (stereo not given)
    9% | 6% | -3% | 3% | -7% | -5% | 4% | -7%
- NNC(=O)CCN1CCCCC1
    3% | 2% | 5% | -3% | -6% | 26% | ? | -3%

# 8 compounds already listed, arranged by number of heavy atoms, lowest first:
# The line under a structure holds: GoLoco inh red | TRb SRC2 PPI | L3MBTL1 inh | TexasRed fluor | Tau ThT inhib | JMJD2E inh | Tau FP inhib | RECQ1 helicase
- NNC(=O)CCN1CCCCC1
    3% | 2% | 5% | -3% | -6% | 26% | ? | -3%
- COc1ccc(S(=O)(=O)NC2CC3CCC2C3)cc1Cl (stereo not given)
    7% | -3% | 9% | 0% | 4% | 1% | -7% | -2%
- CCN(CC)c1ccc(NC(=S)Nc2ccc(F)cc2)cc1
    16% | ? | / | 0% | 13µM* | 8.9µM* | ? | -2%
- O=c1c2ccccc2[nH]c(=S)n1CCCN1CCN(C2CCCCC2)CC1
    2% | -8% | 5% | 4% | -4% | 3% | 3% | -3%
- Cc1c(C(=O)Nc2ccccc2F)sc2ncnc(N(C)C3CCCCC3)c12
    / | 5% | / | -3% | -14% | / | 1% | /
- CCOC(=O)c1c(C)[nH]c(C)c1S(=O)(=O)N(C)CC(=O)NCc1ccc(C)cc1
    / | 1% | / | -1% | 5% | / | -1% | /
- Cc1cc(NC(=O)CSc2nc(-c3ccccc3Cl)nc3c2c(=O)n(C)c(=O)n3C)no1
    1% | -1% | / | 0% | 1% | 3% | ? | i
- COc1ccc(C(C(=O)NC2CCCCC2)N(C(=O)c2cccs2)c2ccc3c(c2)OCO3)cc1 (stereo not given)
    9% | 6% | -3% | 3% | -7% | -5% | 4% | -7%

# The list goes on.
# The line under a structure holds: GoLoco inh red | TRb SRC2 PPI | L3MBTL1 inh | TexasRed fluor | Tau ThT inhib | JMJD2E inh | Tau FP inhib | RECQ1 helicase
- CCOC(=O)N1CCN(Cc2nc(-c3ccc(Cl)cc3)no2)CC1
    9% | -3% | 5% | -1% | -9% | 2% | 10% | i
- O=C(Nc1cc(S(=O)(=O)Nc2ccc(Cl)cc2)ccc1N1CCCCC1)c1ccc(F)cc1Cl
    7% | 0% | -6% | -4% | -8% | ? | -6% | -22%
- COc1ccc(S(=O)(=O)N(C(=O)c2ccncc2)c2ccc3oc(C)c(C(C)=O)c3c2)cc1
    / | -6% | / | -3% | ? | / | 10% | /
- CCCS(=O)(=O)Nc1cc(-c2cn3ccc(C)cc3n2)ccc1C
    / | -4% | / | 0% | -1% | / | 4% | /
- CCOC(=O)c1ccc(N2C(=O)c3n[nH]c(-c4ccco4)c3C2c2ccc(OC)cc2OC)cc1 (stereo not given)
    / | -2% | / | -1% | -2% | / | ? | /
- CCCc1n[nH]c(=O)[nH]1
    -2% | -8% | 4% | 0% | -8% | -5% | 2% | -16%
- O=S(=O)(c1ccc(OCC(O)CN2CCN(c3ccccc3)CC2)cc1)N1CCOCC1 (stereo not given)
    -4% | -2% | -5% | -5% | -17% | -9% | -11% | -1%
- CCOC(=O)c1cn[nH]c1NC(=S)Nc1ccc(Cl)cc1
    -3% | 2% | -2% | 1% | 3% | 5% | -13% | -15%
- C=C1C([C@@]2(C)C(OC(C)=O)CC(=O)O[C@@](C)(COC(C)=O)C2CC(=O)OC)C(OC=O)C(OC(=O)C(O)C(C)CC)[C@]2(C)C(c3ccoc3)CC(=O)C12O (stereo not given in full)
    1% | -1% | / | 0% | -23% | -4% | 8% | 20%
- O=C(Cn1cccc1C(=O)c1ccccc1)NCCCN1CCc2ccccc2C1
    7% | -4% | / | -8% | -7% | -22% | -11% | -1%
- O=C(Nc1ccccc1N1CCN(c2ccccc2)CC1)C12CC3CC(CC(C3)C1)C2
    7% | -19% | -1% | 1% | 3% | 5% | 6% | i
- CSCCC1NC2(C(=O)Nc3c(Cl)cccc32)[C@@H]2C(=O)N(C3CCCC3)C(=O)[C@H]12 (stereo not given in full)
    7% | 1% | -21% | -1% | -1% | 0% | 0% | 1%

# Assay outcomes: PubChem BioAssay, National Center for Advancing Translational Sciences (NCATS)
